Compound activity as filed in PubChem BioAssay.
NadD block: inhibitors of S. aureus NadD, primary screen, biochemical, colorimetric, uHTS | Nicotinate-nucleotide adenylyltransferase NadD (Staphylococcus aureus N315) | actives 0.78% (n = 360,000) | inhibition, % at 20 µM | purified NadD enzyme, colorimetric absorbance read-out; in the data active = inhibition above about 26%; note: some compounds past the cut are filed as inactive
TbMetRS inhib: T. brucei MetRS inhibitors, primary screen, biochemical, luminescence; methionyl-tRNA synthetase (Trypanosoma brucei brucei); purified T. brucei MetRS, ATP depletion, Kinase-Glo luminescence; inhibition, % at 11.9 µM; actives 0.4% (n = 360,000);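 active = inhibition above a per-plate cutoff of the control wells' mean inhibition plus 3 SD, cut at about 5.5% in these data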;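 note: 0% = DMSO wells median and 100% = median of wells with control inhibitor compound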
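Material – parasite MetRS enzyme · Medium – HEPES-MgCl2-KCl buffer plus DTT, spermine, BSA, pyrophosphatase · Reagent – ATP, methionine and E. coli bulk tRNA substrates · Times – 15 min enzyme-compound preincubation, 2 h reaction, 10 min detection, 25 °C · Measured by – luminescence of leftover ATP · Evaluation – percent inhibition relative to median high and low control wells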
STEP block: STEP phosphatase inhibitors, primary screen, biochemical, fluorescence intensity, uHTS; Tyrosine-protein phosphatase non-receptor type 5 (Homo sapiens), P54829; actives 0.25% (n = 360,000); inhibition, % at 20 µM; recombinant STEP, OMFP fluorogenic substrate;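 active = inhibition at 20 µM, scaled per plate between control wells, above about 37%, limit read from the data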;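 note: 0% = DMSO with enzyme and substrate and 100% = substrate only without enzyme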
Target sequence (P54829 whole entry, looked up): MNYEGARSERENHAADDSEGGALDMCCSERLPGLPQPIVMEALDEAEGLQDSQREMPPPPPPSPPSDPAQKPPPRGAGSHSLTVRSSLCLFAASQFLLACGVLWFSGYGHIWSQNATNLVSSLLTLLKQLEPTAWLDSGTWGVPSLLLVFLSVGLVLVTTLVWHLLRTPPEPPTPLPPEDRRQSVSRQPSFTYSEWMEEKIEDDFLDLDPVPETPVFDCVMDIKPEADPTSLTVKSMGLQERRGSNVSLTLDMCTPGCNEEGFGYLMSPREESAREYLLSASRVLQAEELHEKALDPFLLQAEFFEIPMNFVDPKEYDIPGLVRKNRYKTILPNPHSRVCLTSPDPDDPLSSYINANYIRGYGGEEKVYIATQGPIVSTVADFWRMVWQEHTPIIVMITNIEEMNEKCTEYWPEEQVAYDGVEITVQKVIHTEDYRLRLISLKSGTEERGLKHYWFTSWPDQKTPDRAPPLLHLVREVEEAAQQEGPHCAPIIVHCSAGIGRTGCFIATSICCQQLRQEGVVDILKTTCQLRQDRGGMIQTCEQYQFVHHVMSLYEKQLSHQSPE
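Material: STEP (striatal-enriched tyrosine phosphatase) enzyme, cell-free; Compound dosing: 20 µM single dose in 1% DMSO; Technique: fluorescence read at 480 nm ex / 540 nm em; Times: reaction 20 min, ambient temperature; Medium: 50 mM Bis-Tris pH 6.0 with 2.5 mM DTT and 0.005% Tween 20; Also added: OMFP at 25 µM.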
LMPTP inh: LMPTP phosphatase inhibitors, primary screen, biochemical, fluorescence intensity, uHTS; recombinant LMPTP-A, OMFP fluorogenic substrate; inhibition, % at 20 µM; actives 0.22% (n = 360,000); AID 651560, 2012;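 active = compounds that cut the enzyme signal by at least half of the control window in the single-dose screen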;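 note: plate controls were DMSO wells with enzyme plus substrate for no effect and substrate without enzyme for full effect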
Target sequence (P24666 whole entry, looked up): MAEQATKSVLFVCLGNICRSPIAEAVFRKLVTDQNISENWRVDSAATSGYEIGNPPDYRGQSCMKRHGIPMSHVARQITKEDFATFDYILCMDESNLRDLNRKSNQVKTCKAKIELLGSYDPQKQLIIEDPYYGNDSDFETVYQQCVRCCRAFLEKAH
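Test system: LMPTP-A, protein tyrosine phosphatase of low molecular weight; Input: 0.625 nM enzyme; Incubation: 50 min dark incubation at room temperature; Signal: endpoint fluorescence intensity from OMFP dephosphorylation; Read-out basis: % inhibition versus control wells.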
DNMT1 inh: human DNMT1 methyltransferase inhibitors, primary screen, biochemical, molecular beacon, fluorescence, HinP1I cleavage, uHTS. inhibition (reported as % activation of signal), % at 10 µM. AID 588458, 2011. actives 0.83% (n = 360,000). DNA (cytosine-5)-methyltransferase 1 (Homo sapiens), P26358; in the data active = inhibition above about 50%
MsrA inh: bovine MsrA enzyme inhibitors, primary screen, biochemical, absorbance, HTS; purified bovine MsrA, absorbance read-out; inhibition, % at 15.5 µM; actives 0.75% (n = 360,000); AID 651718, 2012; in the data active = inhibition above about 4.5%;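 note: 0% = vehicle wells with enzyme and 100% = reference inhibitor wells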
SUMO1-SIM PPI: modulators of SUMO1 protein-protein interactions, primary screen, biochemical, uHTS; actives 0.33% (n = 360,000); SUMO1 binding to a labelled peptide, TR-FRET, 1 h; inhibition, % at 20 µM; in the data active = inhibition above about 37%
Target sequence (P63165 whole entry, looked up): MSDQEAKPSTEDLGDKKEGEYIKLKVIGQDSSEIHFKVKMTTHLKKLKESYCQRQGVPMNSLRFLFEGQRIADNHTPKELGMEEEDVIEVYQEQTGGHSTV
Scp1 inh: Scp-1 phosphatase inhibitors, primary screen, biochemical, colorimetric, uHTS. Carboxy-terminal domain RNA polymerase II polypeptide A small phosphatase 1 (Homo …. Recombinant Scp1, phosphopeptide, malachite green phosphate absorbance. inhibition, % at 20 µM. actives 0.88% (n = 340,000). AID 493091, 2011;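 active = inhibition above about 50% at 20 µM, limit read from the data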;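 note: plate controls were DMSO wells with enzyme for no effect and wells lacking enzyme for full effect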
Target sequence (Q9GZU7 76-261 limits assumed): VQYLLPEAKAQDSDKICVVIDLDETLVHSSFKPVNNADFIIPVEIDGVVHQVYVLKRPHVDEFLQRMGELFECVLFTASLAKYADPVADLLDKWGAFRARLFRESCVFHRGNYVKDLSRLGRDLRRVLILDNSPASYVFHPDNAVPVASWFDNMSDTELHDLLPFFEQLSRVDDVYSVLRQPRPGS
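Test system: SCP-1 phosphatase catalytic domain, residues 76-261 | Compound dosing: One concentration, 20 µM, with 1.0% DMSO | Schedule: 45 min room-temperature reaction, 5 min colour, 30 min stabiliser | Detection: Absorbance at 630 nm | Read-out basis: % inhibition of SCP-1 phosphate liberation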
Rpn11 block: Rpn11 (PSMD14) deubiquitinase inhibitors, primary screen, biochemical, fluorescence polarization, uHTS; 26S proteasome non-ATPase regulatory subunit 14 (Homo sapiens), O00487; human 26S proteasome, Ub4-pepOG fluorescence polarization; 20S core pre-blocked with epoxomicin; calls only at 20 µM; actives 0.59% (n = 360,000);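 active = inhibition at 20 µM, scaled to each plate's controls, above about 33%, limit read from the data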
CSN inh: inhibitors of CSN-mediated cullin deneddylation, primary screen, biochemical, fluorescence polarization, uHTS | COP9 signalosome complex subunit 5 (Homo sapiens), Q92905 | Purified CSN, SCF-Nedd8-OG deneddylation | inhibition, % at 12.5 µM | actives 0.38% (n = 360,000);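 active = pattern-corrected inhibition above about 35%, with an unprinted fluorescence ratio check between 0.5 and 1.5, limit read from the data, passing the limit was not always enough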;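 note: 0% = enzyme with substrate and 100% = substrate without enzyme; some results filed as inactive read as strong as hits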
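Assay system: HEK293T-derived human Csn5 enzyme; quantity: 0.24 nM enzyme; medium: Tris/NaCl/DTT buffer, pH 7.5; also added: substrate SCFSkp2-Nedd8OG, 10 nM; doses: 12.5 µM compound; schedule: 90 min reaction at room temperature; signal: FP; read-out: % inhibition of substrate cleavage by Csn5; benchmarks: substrate-only high control, full reaction low control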
* marks the source's active call; other numbers are inactive results; i = inactive; nt = not tested or not shown; + = active, no number; & = joins results of further samples; ! = repeats disagree.

SMILES	NadD block	TbMetRS inhib	STEP block	LMPTP inh	DNMT1 inh	MsrA inh	SUMO1-SIM PPI	Scp1 inh	Rpn11 block	CSN inh
CN(C)c1ccc(/C=N/NC(=O)c2ccc3c(c2)OCO3)cc1	-3	-0.7	2	-0.7	0	6.9*	-21	-7	i	4
Clc1ccc(-n2nnnc2-c2ccccc2)cc1	-6	-1.4	2	-1.3	0	0.1	2	-9	i	0
Cn1cc(SCC(=O)NCC2CCCO2)c2ccccc21 (centres undefined)	5	0.2	-3	-0.7	4	0.5	-2	-8	i	1
Nc1scc2c(C(=O)O)nn(-c3ccccc3)c(=O)c12	7	-0.3	21	3.9	-2	0.8	-8	2	i	-2
COc1ccccc1/C=N/NC1=NCCCCC1	-3	0.0	1	-0.1	7	1.1	-1	-7	i	-4
O=C(N/N=C/c1ccc([N+](=O)[O-])o1)c1cn(-c2ccccc2)nc1-c1ccc(Cl)cc1	36*	-1.1	2	-0.3	50*	-1.0	8	-3	i	8
COc1ccccc1NC(=S)NCCc1ccc(OC)c(OC)c1	3	-1.0	1	-0.4	1	-1.6	-3	-9	i	10
O=C(NC1CCCCC1)C1CCN(C(=O)c2ccccc2Cl)CC1	-2	-1.3	-2	0.7	2	0.8	2	-6	i	1
Cc1cccc(NC(=O)C2CCN(S(=O)(=O)c3cccs3)CC2)c1	-1	-0.1	5	0.0	-2	-0.5	0	-9	i	-1
CCN(CC)C(=O)[C@H]1C[C@H](CC(=O)NC(C)(C)C)C(=O)N2CCc3c([nH]c4cc(-c5ccco5)ccc34)[C@]12C	9	-1.5	1	3.0	-2	0.1	-1	-4	i	6
O=C(O)c1ccc(Cl)c(NCc2cccnc2)c1	-2	0.1	-4	-0.2	0	0.0	8	-2	i	-1
COc1ccc(OC)c(C(=O)c2oc3ccccc3c2NC(C)=O)c1	4	-1.4	-1	1.3	-4	3.2	-7	-13	i	3
N#CCCN(Cc1ccccc1)C(C(=O)NC1CCCCC1)C1CC1 (centres undefined)	-6	-0.5	1	0.5	-3	1.6	-3	nt	i	4
CCCNC(=S)N(Cc1cc2cc(C)ccc2n2nnnc12)CC(C)(C)CN(C)C	-13	-0.4	5	-0.2	2	-0.1	0	-10	i	2
Fc1ccc(CN2CCN(c3ncnc4scc(-c5ccccc5)c34)CC2)cc1	-3	-0.2	1	2.4	0	-1.6	-2	-1	i	2
O=C(COC(=O)c1c(F)cccc1F)NCCNC(=O)COC(=O)c1c(F)cccc1F	5	-0.2	-3	-2.7	0	0.3	5	-5	i	2
O=C(N/N=C/c1cc2c3c(c1O)CCCN3CCC2)c1ccccc1O	29	-0.1	-1	3.1	-13	2.2	2	-3	i	1
COc1ccc(/C(N)=N/OC(=O)c2ccc([N+](=O)[O-])c(C)c2)cc1OC	-7	0.1	0	-0.5	-23	-1.3	-7	-5	i	-4
O=C(O)c1cc(-c2ccco2)nc2ccc(Br)cc12	4&4	0.8&-0.6	66*!	26&0.1	106*!	3.0	57*!	80*!	+!	42*!
c1ccc(Cc2noc(CN3CCN(CCOc4ccccc4)CC3)n2)cc1	2	0.1	0	-1.9	-4	-0.8	3	-3	i	7
COc1cc2[nH]cc(C(=O)NCc3ccccc3)c(=O)c2cc1OC	5	0.2	3	0.5	0	0.2	13	-4	i	1
CCOC(=O)c1sc(NC(=O)CN2C(=O)NC3(CCCCCCC3)C2=O)c(C(=O)OCC)c1C	21	0.1	1	1.6	18	-0.7	-8	-2	i	0
Cc1ccc(C2C3=C(CCCC3=O)N=C3c4ccccc4C(=O)C32)cc1 (centres undefined)	2	0.6	-3	1.2	-2	1.4	-18	-8	i	-9
C=CCN(C(=O)CNC(=O)c1ccco1)C(C(=O)NC1CCCCC1)c1ccc(OC)cc1 (centres undefined)	4	0.0	3	-0.1	-2	-1.1	2	-2	i	1
CCOC(=O)c1c(NC(=O)COc2cccc3c2CCN(C)C3=O)sc2c1CCC2	-6	-0.7	-1	2.6	27	-0.4	-3	-7	i	5

Filtered by structure: the entries above containing a thiophene ring, fused or not.
SMILES	NadD block	TbMetRS inhib	STEP block	LMPTP inh	DNMT1 inh	MsrA inh	SUMO1-SIM PPI	Scp1 inh	Rpn11 block	CSN inh
Nc1scc2c(C(=O)O)nn(-c3ccccc3)c(=O)c12	7	-0.3	21	3.9	-2	0.8	-8	2	i	-2
Cc1cccc(NC(=O)C2CCN(S(=O)(=O)c3cccs3)CC2)c1	-1	-0.1	5	0.0	-2	-0.5	0	-9	i	-1
Fc1ccc(CN2CCN(c3ncnc4scc(-c5ccccc5)c34)CC2)cc1	-3	-0.2	1	2.4	0	-1.6	-2	-1	i	2
CCOC(=O)c1sc(NC(=O)CN2C(=O)NC3(CCCCCCC3)C2=O)c(C(=O)OCC)c1C	21	0.1	1	1.6	18	-0.7	-8	-2	i	0
CCOC(=O)c1c(NC(=O)COc2cccc3c2CCN(C)C3=O)sc2c1CCC2	-6	-0.7	-1	2.6	27	-0.4	-3	-7	i	5

(next part)
SMILES	NadD block	TbMetRS inhib	STEP block	LMPTP inh	DNMT1 inh	MsrA inh	SUMO1-SIM PPI	Scp1 inh	Rpn11 block	CSN inh
COCCNc1nc(SCC(=O)N2CCN(c3ccccc3)CC2)nc2ccccc12	3	-0.6	0	6.0	-2	-0.5	0	0	i	2
OC1CC2CCC(C1)N2CCCN1c2ccccc2Sc2ccc(Cl)cc21 (centres undefined)	1	0.0	2	1.2	-2	0.3	-3	-8	i	0
COc1ccccc1/C=N/N1C(=O)c2cccc3cccc(c23)C1=O	-1	0.4	1	-0.9	3	1.8	-11	1	i	-1
CC(C)(C)CC(=O)Nc1ccc(C(N)=O)cc1	1	-0.9	1	-2.8	2	0.2	-1	-5	i	2
COc1ccc(Cc2c(-c3cccc(Br)c3)nc3ccc(Br)cn23)c(C)c1	19	-0.2	0	1.5	29	0.0	7	nt	i	5
Cc1ccccc1CNC(=O)C1CCN(c2nnc(N3CCCC3=O)s2)CC1	-3	-0.8	-4	-1.1	2	-0.3	-1	6	i	3
Cc1c(C)c2ccc(OCC(=O)Nc3cccnc3)cc2oc1=O	-7	0.4	-1	-1.5	4	1.6	-3	-11	i	-8
Cc1ccc(S(=O)(=O)N2CCC[C@H]2C(=O)OCC(=O)N2c3ccccc3NC(=O)C2(C)C)cc1	4	-0.2	-2	-0.1	-13	-0.1	3	-10	i	-4
C/C(=N\NC(=S)NC(C)C)c1ccc(-n2ccnc2)cc1	0	-1.6	0	0.3	-3	1.3	-4	-2	i	6
COc1ccc(CC(=O)NNC(=S)Nc2ccccc2)cc1Br	-2	0.0	-2	-1.0	0	0.4	4	-8	i	2
CCOC(=O)/C(C#N)=C\c1cc(C)n(-c2ccccc2)c1C	-6	-1.6	0	1.4	-3	0.4	-3	-7	i	0
COc1ccc(CC(=O)N(C)c2ccccc2)cc1S(=O)(=O)N1CCOCC1	-5	-0.2	2	-1.8	1	-0.3	2	nt	i	2
CCCSc1nc(C)c(CC(=O)O)c(=O)[nH]1	-4	-0.5	2	-0.5	3	1.0	-1	-12	i	-1
Cc1onc(-c2ccccc2)c1C(=O)N1CCN(S(=O)(=O)c2ccc3c(c2)OCCO3)CC1	2	-0.7	0	0.7	5	-0.2	2	-15	i	2
CC(C)c1ccc(N2C(=NC(=O)C3CCCO3)SC3CS(=O)(=O)CC32)cc1 (centres undefined)	-2	-0.3	3	-1.0	1	1.7	5	-10	i	1
O=C(CSc1nnc(CNC(=O)c2ccco2)o1)Nc1ccc(Br)cc1	-1	1.1	0	-0.7	-1	-0.5	-2	-9	i	0
CC(C)Cn1ccc(=O)n(CC(C)C)c1=O	6	-0.8	-5	-3.3	2	1.4	5	4	i	-1
CCNc1nc(Oc2ccc(=O)[nH]n2)nc(SC)n1	4	-0.7	-1	-3.1	3	0.1	0	-8	i	-2
CCOC(=O)C1(Cc2ccccc2)CCN(Cc2cnn(CC)c2)CC1	-4	-0.4	-3	-2.1	0	0.3	3	-8	i	-3
CC(C(=O)Nc1ccc(Cl)cc1Cl)N1C(=O)NC2(CCCC2)C1=O (centres undefined)	2	-0.4	0	-1.2	0	0.5	5	-8	i	1
CCOC(=O)CNC(=O)CN1C(=O)CC(c2ccccc2)S(=O)(=O)c2ccccc21 (centres undefined)	-27	0.1	-2	0.3	-1	1.1	0	4	i	1
O=C(COC(=O)c1cc[n+]([O-])cc1)Nc1ccccc1Sc1ccccc1	-2	-0.9	0	0.9	-2	-0.4	-2	-3	i	-2
Cc1noc(C)c1COC(=O)c1cccc(S(=O)(=O)N2CCCCCC2)c1	-1	-1.1	3	-1.6	6	-0.5	-3	3	i	1

Filtered by structure, those above with two or more sulfur atoms
SMILES	NadD block	TbMetRS inhib	STEP block	LMPTP inh	DNMT1 inh	MsrA inh	SUMO1-SIM PPI	Scp1 inh	Rpn11 block	CSN inh
Cc1cccc(NC(=O)C2CCN(S(=O)(=O)c3cccs3)CC2)c1	-1	-0.1	5	0.0	-2	-0.5	0	-9	i	-1
CC(C)c1ccc(N2C(=NC(=O)C3CCCO3)SC3CS(=O)(=O)CC32)cc1 (centres undefined)	-2	-0.3	3	-1.0	1	1.7	5	-10	i	1
